From PubChem
SSB-PriA inh: inhibitors of Klebsiella pneumoniae PriA binding to SSB C-terminal tail, primary screen, biochemical, AlphaScreen; inhibition, % at 33 µM; AID 1272365, 2023; 0.6% of 430,000 active; AlphaScreen SSBct-PriA binding, biotinylated peptide; PriA–SSB C-terminal tail interaction (Klebsiella pneumoniae); in the data active = inhibition mostly above about 37%, no sharp cut-off; inactive = mostly below about 20%;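 note: plate controls were negative control peptide for no effect and reference peptide for full effect; strong numbers were not always called active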
An asterisk follows results filed as active; & = joins results of further samples. Some of the compounds tested (hit frequency here may not be typical).

SMILES	SSB-PriA inh
O=C(Cn1cc(S(=O)(=O)Cc2ccccc2Cl)c2ccccc21)NCC1CCCO1 (configuration not stated)	-2
COCc1c(C(=O)NN=C(C)c2ccncc2)nnn1-c1nonc1N	-6
Cc1nnc(SCC(=O)N2CCCCCC2)[nH]c1=O	3
O=C(NCCn1nc(-c2ccccn2)c2c1CCCC2)c1ccsc1	-6
CSc1cccc(NC(=O)Cc2csc(Nc3ccc(F)cc3)n2)c1	5
CC(C)C(=O)N1CCCc2ccc(NS(=O)(=O)C3CCCCC3)cc21	-11
COC(=O)c1ccccc1N=CC(C(=O)C(F)(F)F)=C(O)c1ccco1	-1
O=C(Nc1ccc2c(c1)C(=O)NCC2)c1cncc(Br)c1	-21
CCOc1ccc(S(=O)(=O)NC(C)(C)C)cc1C	0
COc1ccc(NC(=O)C(=O)NC[C@H]2CCCO2)cc1	-18
Cc1cc(C)n(-c2nc(CCNC(=O)c3ccc4nsnc4c3)cs2)n1	-10
CC1=NN(c2ccccc2)C(=O)C1C(=O)c1sc(-c2ccccc2)nc1C (configuration not stated)	-8
COc1ccc(NC(=O)C(=O)NCC(C)(O)c2ccc(-c3ccccc3)cc2)cc1Cl (configuration not stated)	1
COc1ccc(N2CCN(Cc3nc4c([nH]3)c(=O)n(C)c(=O)n4C)CC2)cc1	-10
O=C(NCc1ccco1)NC1CCN(Cc2noc(-c3ccccc3)n2)C1 (configuration not stated)	-11
COc1nn(C)cc1C(=O)Nc1sc2c(c1-c1nc(C)no1)CCOC2	6
COc1ccc(-c2[nH]ncc2C=NNS(=O)(=O)c2ccc(Cl)cc2)cc1	4
O=C(NCCOc1cc(N2CCCCC2)ncn1)C1CCN(c2ccc(-c3ccccc3)nn2)CC1	-5
O=C(/C=C/c1ccccc1)NNC(=O)c1cnccn1	38
Cc1ccc(-c2ccc(=O)n(CCCC(=O)Nc3ccccc3Cl)n2)cc1	1
COc1ccc(CC(=O)Nc2ccc(Nc3ccc(-n4nc(C)c(C)c4C)nn3)cc2)cc1	-10
CNC(=O)CS(=O)(=O)C1CCN(C(=O)Cc2c(F)cccc2Cl)CC1	-1
NC(=O)CSc1nc(-c2ccccc2)c(NC(=O)C(=O)c2c[nH]c3ccccc23)s1	24
O=C(NCCSc1ncc(-c2ccc(Cl)cc2)[nH]1)c1ccc(Br)cc1	21
Cc1ccc(Cl)cc1NC(=O)C(=O)NCCc1ccc(N(C)C)cc1	10
C[C@](O)(CNS(=O)(=O)c1ccc(-n2cccn2)cc1)c1cc2ccccc2s1	4
CC(=NNC(=S)NC(C)C)c1cccc([N+](=O)[O-])c1	2
O=C(CSc1nnc(-c2ccc(Br)cc2)o1)c1ccc(Cl)cc1	-14
CC(C)c1ccc(NC(=O)CCc2csc(NC(=O)c3ccc[nH]c3=O)n2)cc1	-22
O=C(Nc1cccnc1)c1c[nH]c(=O)n(Cc2ccc3c(c2)OCO3)c1=O	-16
COc1ccc2nc(N(Cc3ccccc3)C(=O)c3ccno3)sc2c1	0
COc1ccc(CCC(=O)NCc2nn(CCN3CCCC3)c(=O)c3ccccc23)cc1	-8
Cc1nnsc1C(=O)N1C2CCC1c1cncnc1C2 (configuration not stated)	-8
Cc1ccc(S(=O)(=O)NN=Cc2ccc(OCC(=O)N3CCOCC3)cc2)cc1	-13
COc1ccc(N2CCN(C(=O)C(=O)NC3CC3)CC2)cc1	0
O=C1c2cccc3cccc(c23)C(=O)N1N=Cc1ccc(O)cc1O	0
N#C/C(=C\c1ccc(-c2ccc(Cl)cc2[N+](=O)[O-])o1)C(=O)N1CCCCC1	34
CC(C)(C)c1ccc(-c2cc(=O)c3ccc(NC(=O)C4CCCCC4)cc3o2)cc1	-11
COc1ccc(OC)c(Nc2nc(CC(=O)NCc3cccnc3)cs2)c1	11
COc1cccc(OCC(=O)N[C@H]2CC(=O)N(c3ccc(Cl)cc3)C2)c1	-14
CN(C)c1ccc(C(CN)N2CCN(c3ccccc3)CC2)cc1 (configuration not stated)	55
O=C(Cc1c(F)cccc1Cl)NC[C@H]1CCCN1c1ccccc1	0
CCc1cccc(C)c1NC(=O)c1cccc(N2C(=O)[C@@H](C)CS2(=O)=O)c1	-7
Cc1cc(NC(=O)CSc2nnc(C(C)C)c3cnn(-c4ccc(C)c(C)c4)c23)no1	1
Cc1ccc(-c2ccc(/C=C3\SC(=S)N(N4CCOCC4)C3=O)o2)c([N+](=O)[O-])c1	42
Cc1ccc(NC(=O)CC2SC(=O)N(Cc3ccccc3)C2=O)c(C)c1 (configuration not stated)	5
COc1ccc(-c2ccc([C@H]3c4c(n[nH]c4C)OC(=N)C3C#N)o2)cc1 (some centres not stated)	8
CCc1nnsc1C(=O)Nc1ccc(S(=O)(=O)Nc2onc(C)c2C)cc1	-2
O=C1CN[C@@H](c2cccc(Cl)c2)c2cc(Br)ccc2N1	0
COC(=O)c1ccc2nc(NC(=O)c3ccc(Br)s3)sc2c1	8
COc1cccc2cc(C(=O)NC3CC4CCC(C3)N4S(C)(=O)=O)oc12 (configuration not stated)	4
O=C(c1cc2ccccc2[nH]1)N1CC(Oc2nc3ccccc3s2)C1	-19
O=C(Cc1cccs1)N1CCC(COCc2ccccc2)CC1	-5
Cc1cc(NC(=O)Cn2cc(S(=O)(=O)Cc3ccccc3F)c3ccccc32)no1	-17
CS(=O)(=O)N1N=C(c2ccc3c(c2)OCO3)C[C@H]1c1cccs1	-18
CCOc1ccc(S(=O)(=O)NCC2CCN(Cc3cc(C)oc3C)CC2)cc1F	2
COc1cc(C=NNC(=O)C(N)=O)ccc1OC(=O)c1cccs1	-10
Cc1cc(Cl)cc2sc(NC(=O)C3CCN(S(C)(=O)=O)CC3)nc12	-5
O=S(=O)(Cc1cc(F)ccc1F)NCCn1ccnc1C1CC1	-13
CCOc1ccc(C=NNC(=O)c2c(C)nc3cc(C)ccn23)cc1	-6

Next section:
SMILES	SSB-PriA inh
CCOC(=O)C(=NNc1ccccc1)N1CCCc2ccccc21	-12
Cc1ccc(F)cc1NC(=O)CSc1cc(-n2ccc(C(=O)NC3CC3)n2)ncn1	-10
O=C(NN=Cc1ccco1)c1ccc(N2CCCC2=O)cc1	-1
COc1ccc(CNC(=O)N2CCN(Cc3nc(-c4ccc(F)cc4)cs3)CC2)cc1	7
Cc1nc2cc(NC(=O)c3ccc(S(=O)(=O)N(C)Cc4ccco4)cc3)ccc2s1	-13
COc1ccc(Cl)cc1NC(=O)CN(C(=O)N1CCN(C)CC1)S(=O)(=O)c1ccc(C)cc1	7
O=C(CSC1CCCC1)NCCCn1ccc2cccnc21	-10
CCc1ccc(NC(N)=Nc2nc(CSc3ncccn3)cc(=O)[nH]2)cc1	-16
CCOc1ccccc1NC(=O)CSc1nnc(Cc2cccn2C)n1-c1cccc(C(F)(F)F)c1	5
O=S(=O)(c1ccc(Cl)c(Cl)c1)N1CCSC1c1ccccc1Cl (configuration not stated)	-12
COc1cccc(C(=O)Nc2ccc3c(c2)N(S(=O)(=O)c2cccs2)CCC3)c1OC	-13
Cc1ccnc(SCc2cc(=O)c(OC(=O)c3ccccc3[N+](=O)[O-])co2)n1	-13
O=C(NCCn1ncc2c(=O)n(Cc3ccc(Cl)cc3)cnc21)c1cc2ccccc2o1	-2
Cc1cc(C(=O)Nc2ccc3c(c2)C(=O)NC3=O)no1	-15
Oc1c(C(Nc2cccc(C(F)(F)F)c2)c2ccccn2)ccc2cccnc12 (configuration not stated)	9
Cc1nc(OCC(=O)Nc2ccc(Cl)c(C(F)(F)F)c2)c2ccccc2n1	-7
CCS(=O)(=O)c1ccc(CC(=O)Nc2nc3cc4c(cc3s2)OCCO4)cc1	7
O=C(NC(C(=O)Nc1nccs1)C12CC3CC(CC(C3)C1)C2)c1ccc(Cl)cc1 (configuration not stated)	1
CON=C(C(=O)N[C@@H]1C(=O)N2C(C(=O)O)=C(COC(C)=O)CS[C@H]12)c1csc(N)n1	8
O=C(CCc1ccc(F)c(Cl)c1)N1CC(Oc2nccs2)C1	-10
CCCS(=O)(=O)NCC1CC(=O)N(Cc2ccc(F)cc2)C1 (configuration not stated)	-4
O=C(Cc1c(F)cccc1Cl)N(CCc1cccs1)Cc1ccoc1	-5
CC1=C(C(=O)Nc2ccc(Cl)cc2)C(c2cccs2)NC(=O)N1 (configuration not stated)	-29
Cn1c(NC(=O)c2ccc(-c3ccccc3)cc2)cc(=O)n(C)c1=O	-1
Cc1csc(CN2CCN(C(=O)COc3ccc(Cl)cc3)CC2)n1	-6
CCN(CC)C(=NS(=O)(=O)c1ccccc1C)c1ccccc1	-4
O=C(Cc1ccccc1)NN=Cc1ccccn1	-5
O=C(NCCCn1nc(-c2cccnc2)ccc1=O)c1ccc(Cl)cc1	-6
COc1ccccc1OCC#CCNC(=O)Cn1cccn1	1
COc1ccccc1C1=NN(C(=O)CCC(=O)O)[C@H](c2ccco2)C1	-3
Cc1cc(C)c(C(=O)NCC2CCN(Cc3ccco3)CC2)c(C)c1	-8
COc1ccccc1-c1nnc2ccc(OCCNC(=O)c3ccc(F)cc3)nn12	-10
COc1ccc(CC(=O)NCCn2c(C)cc3ccccc32)cc1OC	-1
Cc1ccc(C)c(-c2csc(NC(=O)c3ccc([N+](=O)[O-])cc3[N+](=O)[O-])n2)c1	9
O=C(c1ccc(S(=O)(=O)N2CCCC2)cc1)N1CC(S(=O)(=O)C2CCCCC2)C1	-10
CC(=O)N1CCN(Cc2nc(C3CC3)cs2)CC1	-2
CCS(=O)(=O)NCC1CN(c2ccc3c(c2)OCO3)C(=O)O1 (configuration not stated)	5
COC(=O)c1ccc(CSc2nc(-c3ccc4c(c3)OCO4)ccc2C#N)cc1	-16&-15
O=C(Cc1cccs1)N1CCN(c2ccc3nncn3n2)CC1	-13&-5
NCc1nc(Cc2cccs2)no1	-5

The closing 3 compounds of the section before come first, to join the parts:
SMILES	SSB-PriA inh
COC(=O)c1ccc(CSc2nc(-c3ccc4c(c3)OCO4)ccc2C#N)cc1	-16&-15
O=C(Cc1cccs1)N1CCN(c2ccc3nncn3n2)CC1	-13&-5
NCc1nc(Cc2cccs2)no1	-5
COC1(CNC(=O)c2ccccc2SC)Cc2ccccc2C1	-1
CCS(=O)(=O)c1ccc(CC(=O)Nc2nc(-c3ccc(Br)s3)cs2)cc1	6
O=C(c1ccncc1)N1CCC(CNS(=O)(=O)c2ccc(Br)s2)CC1	-9
COc1ccc(CCS(=O)(=O)N2CCC(c3cccs3)CC2)cc1	-12
CNc1ccc2nnc(CCNC(=O)c3ccccc3)n2n1	-7
CSC1CCN(C(=O)CC2CCCC2)C1 (configuration not stated)	-9
CC(=O)Nc1cccc(NC(=O)CSc2nc(CC(=O)NCc3ccc(F)cc3)cs2)c1	-8
O=c1c2ccccc2nc(SCc2nc(-c3ccc4c(c3)OCO4)no2)n1CCc1ccccc1	1
CCN(CC)CCn1c2c(c(SCC(=O)Nc3nccs3)nc1=O)CCC2	8
O=C(NCCn1nc(-c2ccco2)ccc1=O)Nc1ccc(F)cc1	1
Cc1ccc(S(=O)(=O)Nc2nc(CC(=O)N3c4ccccc4C[C@@H]3C)cs2)cc1	-5
CCc1ccc(S(=O)(=O)N2CCSC(c3ccccc3F)CC2)s1 (configuration not stated)	-35
O=C(CCN1CCOCC1)N1N=C(c2ccccc2)C[C@H]1c1ccco1	-22
CCNc1nc(NCC)n2c(SCC(=O)Nc3ccc(S(N)(=O)=O)cc3)nnc2n1	-10&-7
Cc1nn(-c2ccccc2)c(Cl)c1C=NNC(=O)c1cccc(S(=O)(=O)N2CCCC2)c1	-5
O=C(CSC1CCCC1)NCCCn1ccnc1-c1ccccc1	-14
Cl/C(C=NN1CCN(c2ccccn2)CC1)=C\c1ccccc1	-5
COc1cn(CC(=O)N2CCCC2)c(CO)cc1=O	-18
Cc1csc(CN2CCN(C(=O)COc3ccc(F)cc3)CC2)n1	-20
O=C(Cc1csc(Nc2ccccc2)n1)N1CCN(Cc2ccc3c(c2)OCO3)CC1	2
CSc1cccc(Nc2c(C(=O)N3CCSCC3)cnc3ccc(F)cc23)c1	1
CN(C)c1ncc(NC(=O)Cn2cnc3ccccc32)cn1	-8
O=C(c1n[nH]c2ccccc12)N1CCN(c2ccccc2F)CC1	16
C/C(C=NNc1ncc(C)c(=O)[nH]1)=C\c1ccccc1	-2
Cn1cc(/C=C2/SC(=Nc3ccc(O)cc3)NC2=O)c2ccccc21	-9

Entries shown so far that contain a furan ring, fused or not (15):
SMILES	SSB-PriA inh
COC(=O)c1ccccc1N=CC(C(=O)C(F)(F)F)=C(O)c1ccco1	-1
O=C(NCc1ccco1)NC1CCN(Cc2noc(-c3ccccc3)n2)C1 (configuration not stated)	-11
N#C/C(=C\c1ccc(-c2ccc(Cl)cc2[N+](=O)[O-])o1)C(=O)N1CCCCC1	34
Cc1ccc(-c2ccc(/C=C3\SC(=S)N(N4CCOCC4)C3=O)o2)c([N+](=O)[O-])c1	42
COc1ccc(-c2ccc([C@H]3c4c(n[nH]c4C)OC(=N)C3C#N)o2)cc1 (some centres not stated)	8
COc1cccc2cc(C(=O)NC3CC4CCC(C3)N4S(C)(=O)=O)oc12 (configuration not stated)	4
CCOc1ccc(S(=O)(=O)NCC2CCN(Cc3cc(C)oc3C)CC2)cc1F	2
O=C(NN=Cc1ccco1)c1ccc(N2CCCC2=O)cc1	-1
Cc1nc2cc(NC(=O)c3ccc(S(=O)(=O)N(C)Cc4ccco4)cc3)ccc2s1	-13
O=C(NCCn1ncc2c(=O)n(Cc3ccc(Cl)cc3)cnc21)c1cc2ccccc2o1	-2
O=C(Cc1c(F)cccc1Cl)N(CCc1cccs1)Cc1ccoc1	-5
COc1ccccc1C1=NN(C(=O)CCC(=O)O)[C@H](c2ccco2)C1	-3
Cc1cc(C)c(C(=O)NCC2CCN(Cc3ccco3)CC2)c(C)c1	-8
O=C(NCCn1nc(-c2ccco2)ccc1=O)Nc1ccc(F)cc1	1
O=C(CCN1CCOCC1)N1N=C(c2ccccc2)C[C@H]1c1ccco1	-22
